# GLP1R cytotox – qHTS of GLP-1 Receptor Inverse Agonists: Cytotox Screen; HEK293 cAMP-luciferase reporter cells, luminescence, 24 h; Potency, µM (titrated, usually from 38.3 µM), inactives show at the top dose activity change, negative = inhibition, actives largely listed as inhibitors; 410,000 tested, 0.13% active; AID 624418, 2012;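 further: loss of luciferase light is scored as toxicity; on the % scale 0 is the no-effect control and ±100 the full control effect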
#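 Luminescence readout: signal drop marks cytotoxicity. Plated cells grew 12 h at 37 °C, 5% CO2, received 23 nL compound for 24 h, then got luciferase reagent, read after 12 min at RT.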
# KB-3-1 tox – qHTS assay for MDR1-selective chemotherapeutics: Primary screen using the parental adenocarcinoma cell KB-3-1; AID 1347075, 2019; KB-3-1 viability, CellTiter-Glo ATP luminescence, 72 h; Potency, µM (series often up to 46.1 µM), inactives show at the top dose activity change, negative = cytotoxic, actives largely listed as cytotoxic; 400,000 tested, 1.4% active; further: on the % scale 0 is the no-effect control and ±100 the full control effect; nearly all actives have a fitted effect of over 60% in size
#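 Here the drug-naive KB-3-1 line serves as comparator for MDR sub-line selectivity; cells received compound titrations, 72 h at 37 °C, then CellTiter-Glo readout.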
# GLP1R ag – qHTS of GLP-1 Receptor Agonists; Potency, µM (highest dose often 45.6 µM), for the others: at the top dose activation, actives largely listed as activators; AID 624172, 2012; 380,000 tested, 0.007% active; HEK293 GLP-1R CRE-luciferase, luminescence, 4-6 h; cells express a hypersensitive GLP-1R form; further: % of control where 0% means no effect
# Target sequence (P43220 whole entry, looked up): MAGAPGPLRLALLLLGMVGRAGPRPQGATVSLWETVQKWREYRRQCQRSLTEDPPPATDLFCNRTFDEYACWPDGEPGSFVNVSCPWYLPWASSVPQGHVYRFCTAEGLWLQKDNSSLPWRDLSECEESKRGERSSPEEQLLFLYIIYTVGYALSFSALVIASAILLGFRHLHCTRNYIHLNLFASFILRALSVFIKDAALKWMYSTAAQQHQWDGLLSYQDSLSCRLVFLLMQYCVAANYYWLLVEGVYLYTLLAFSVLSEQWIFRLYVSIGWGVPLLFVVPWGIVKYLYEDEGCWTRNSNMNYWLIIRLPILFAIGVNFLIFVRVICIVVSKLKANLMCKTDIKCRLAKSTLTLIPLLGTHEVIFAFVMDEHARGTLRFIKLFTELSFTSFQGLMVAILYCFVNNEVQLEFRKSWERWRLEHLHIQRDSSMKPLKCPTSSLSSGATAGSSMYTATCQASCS
# SW480 rerep – A quantitative high throughput screen for small molecules that induce DNA re-replication in SW480 colon adenocarcinoma cells. SW480 DNA re-replication, Hoechst DNA content imaging, 48 h. Potency, µM (highest dose often 46.1 µM), without a hit: at the top dose re-replication activation, actives largely listed as activators. 340,000 tested, 1.8% active. AID 624297, 2012; further: % of control where 0% means no effect; nearly all actives have a fitted effect of over 55% in size
#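 First, 250 cells per well were seeded. Next, compound or vehicle (23 nL) was pinned in, plates sat 48 hr at 37 C. Finally Hoechst was added for 40 min before fluorescence scanning.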
# TDP-43 yeast inh – qHTS of TDP-43 Inhibitors; TDP-43 expressing yeast growth rescue, BacTiter-Glo, 24 h; Potency, µM (series often up to 46.1 µM), for the others: at the top dose growth rescue (activation), usual class: activators; 410,000 tested, 1.8% active; further: % of control where 0% means no effect; nearly all actives have a fitted effect of over 50% in size
#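 Cell-based yeast growth screen: TDP-43 expression induced in galactose, inoculum OD600=0.02 after raffinose pregrowth to mid-log. Read-out BacTiter-Glo luminescence at 24 hr, 30 deg C; inhibition of toxicity seen as signal increase.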
# KB-V1 MDR tox – qHTS assay for MDR1-selective chemotherapeutics: Primary screen using the drug-selected MDR subline cells KB-V1. KB-V1 MDR cells viability, CellTiter-Glo, 72 h. Potency, µM (top dose mostly 46.1 µM), for the others: top-dose activity change, negative = cytotoxicity, actives largely listed as cytotoxic. 400,000 tested, 3.4% active; further: on the % scale 0 is the no-effect control and ±100 the full control effect; nearly all actives have a fitted effect of over 60% in size
#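 Readout: CellTiter-Glo luminescence, 10 min after addition. Cells: KB-V1 MDR subline, 72 h at 37 degrees C with compound. Analysis: corrected, normalized data fitted to concentration-effect curves.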
# HT1080-NT tox – qHTS for induction of synthetic lethality in tumor cells producing 2HG: qHTS for the HT-1080-NT fibrosarcoma cell line; HT-1080-NT fibrosarcoma viability, CellTiter-Glo ATP luminescence, 48 h; Potency, µM (series often up to 46.1 µM), for the others: at the highest dose activity, negative = less viability, most hits filed as cytotoxic; 360,000 tested, 1.6% active;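 further: NT is the 2HG producing partner of a matched IDH1 knockdown line; 0% = DMSO-treated cells and -100% = media-only wells without cells; nearly all actives have a fitted effect of over 55% in size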
#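 Luminescent CellTiter-Glo readout after 48 hours of compound exposure at 37 degrees C defined viability of HT-1080-NT cells. Activity was normalized to DMSO wells and cell-free media wells; concentration-response curves were fitted and assigned curve classes.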
# HT1080 IDH1KD tx – qHTS for induction of synthetic lethality in tumor cells producing 2HG: qHTS for the HT-1080-IDH1KD cell line; HT-1080 IDH1 knockdown viability, ATP luminescence, 48 h; AID 686971, 2013; 360,000 tested, 2% active; Potency, µM (highest dose often 46.1 µM), inactives show top-dose activity, negative = toxicity, hits mostly cytotoxic;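 further: 0% = DMSO wells and -100% = cell-free medium wells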
#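 Assay cells: HT-1080 with IDH1 knockdown, 750 per well, RPMI/5% FBS. Exposure: 48 h at 37 °C following 2 h pre-incubation. Read: CellTiter-Glo luminescence; fitted concentration-response, curve class assigned.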
# GLP-1R inv ag – qHTS of GLP-1 Receptor Inverse Agonists (Inhibition Mode); Glucagon-like peptide 1 receptor (Homo sapiens), P43220; HEK293 GLP-1R CRE-luciferase, luminescence, 24 h; GLP-1R form is constitutively active; Potency, µM (series often up to 38.3 µM), inactives show top-dose activity change, negative = inhibition, usual class: inhibitors; 410,000 tested, 1.6% active; AID 624417, 2012; further: on the % scale 0 is the no-effect control and ±100 the full control effect; nearly all actives have a fitted effect of over 55% in size
#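 Stable HEK293 clone (constitutively active GLP-1R + cAMP-response luciferase); 200 cells/uL plated, 12 h pre-culture, compound 24 hr, 37 deg C/5% CO2; detection reagent 12 min RT; luminescence.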
# The depositor's hits bear a star; ? = inconclusive; · = no result given; & = joins results of further samples; [ ] = dose if it differs, or a comment. The call rests on the fitted dose curve; in most records, active means well fitted curve in the direction sought with a large enough effect; inconclusive means small, poorly fitted or top-dose-only effect, or another doubt; inactive means no such curve, though single readings can be large; an effect the other way counts as inactive or inconclusive. Potency means the concentration at half of the fitted maximal effect.
SMILES,GLP1R cytotox,KB-3-1 tox,GLP1R ag,SW480 rerep,TDP-43 yeast inh,KB-V1 MDR tox,HT1080-NT tox,HT1080 IDH1KD tx,GLP-1R inv ag
CCN(CC)C(=O)C1=C(C)N(Cc2ccc(OC)cc2)C(=O)C(CC(=O)NC2CC2)C1 (centres undefined),8%,-5%,7%,·,9%,-4%,0%,0%,5%
Cc1ccc(N(Cc2ccccc2F)S(C)(=O)=O)c(C)c1,8%,5%,13%,-20%,15%,-6%,18%,1%,?
CCSc1nnc(NC(=O)[C@@H](NC(=O)c2cc(OC)cc(OC)c2)C(C)C)s1,-1%,6%,4%,-5%,-14%,6%,2%,24%,-1%
COc1ccc(-c2nnc(Nc3nc4c(OC)cccc4s3)o2)cc1,?,?,22%,?,1%,?,?,?,?
CCOC(=O)N/N=C/c1cn(CCCOc2ccccc2)c2ccccc12,19%,-2%,14%,?,11µM*,?,-22%,-28%,8.9µM*
O=C(N/N=C/c1ccc(Cl)cc1Cl)c1cccc(N2CCCC2=O)c1,-11%,-9%,3%,-102%[inhibitor],-3%,-8%,-4%,-8%,?
Cc1nn(Cc2ccccc2)c(C)c1C(=O)NCCCN1CCCC1=O,-22%,16%,-8%,-13%,2%,0%,11%,7%,6%
COc1ccc(C(=O)Nc2ccc(C)c(S(=O)(=O)N3CCCCCC3)c2)cc1,-4%,?,12%,0%,?,?,-9%,-28%,?
CC(C)(C)OC(=O)N(Cc1ccccc1)Cc1cccc(OCc2cccc(NC(=O)C3CC3)c2)c1,12%,?,0%,14%,4%,?,-5%,-21%,10µM*
CC1(C(=O)Nc2c(F)c(F)c(F)c(F)c2F)CC1(Br)Br (centres undefined),-30%,0%,-2%,-3%,23%,-11%,-1%,-5%,?
Cc1cc(C)n(-c2nc(-c3ccc(Cl)cc3)cs2)n1,16%,-12%,-2%,0%,-7%,-10%,-7%,2%,10%
Nc1cc(N2CCCC2)c(Cl)cc1[N+](=O)[O-],9%[7.66 µM],?,9%,-1%,11µM*,8.2µM*,-9%,-1%,23%[7.66 µM]
O=C(NCc1cccs1)c1ccc(-c2ccc(F)c(F)c2)c2ccoc12,0%,0%,21%,·,?,5%,?,?,?
O=C(/C=C(O)/C=C/c1ccc(O)cc1)/C=C/c1ccc(O)cc1,10%,5%,3%,?,11%,?,-9%,6%,5%
Cc1cccc(NC(=O)C(NS(=O)(=O)c2ccc3c(c2)oc(=O)n3C)C(C)C)c1 (centres undefined),5%,3%,·,·,11%,9%,·,·,13%
Cc1cc2[nH]c(=O)c(=O)[nH]c2cc1S(=O)(=O)N1CCC(C)CC1,-11%,-2%,-4%,-14%,25%,2%,-10%,-6%,14%
C/C(=N\OC(=O)c1c(-c2c(F)cccc2Cl)noc1C)c1nccs1,-1%,5%,11%,-60%[inhibitor][1.84 µM],·,-1%,4%,6%,?
CCn1cc(SCC(=O)N2CCc3ccccc32)c2ccccc21,-5%,-27%,10%,3%,?,2%,-11%,0%,?
COC(=O)c1ccc2c(=O)n(CCCCCC(=O)N3CCN(c4ccc(F)cc4)CC3)c(=O)[nH]c2c1,-10%,-27%,0%,2%,9%,0%,9%,20%,3%
Cn1nc(C(=O)NCc2ccccc2CN2CCCC2)c2ccccc2c1=O,-13%,0%,0%,-10%,8%,-19%,-9%,0%,-1%
CCOC(=O)C1(Cc2ccccc2Cl)CCN(C(=O)CCn2ccnc2C)CC1,-11%,11%,-2%,-9%,5%,3%,14%,10%,-13%
Cc1ccc(C(=O)NCC(=O)N2CCC3(CC2)NCCc2[nH]cnc23)cc1C,3%,-1%,-1%,-4%,-8%,?,15%,6%,4%
Cc1ccccc1C(=O)c1cccn1CC(=O)NCc1ccc(F)cc1,-4%,11%,5%,-11%,14%,-3%,-3%,-6%,-26%
O=S(=O)(/N=C(/Nc1ccc(Cl)cc1Cl)c1ccccc1)c1cccs1,-12%,6%,3%,-1%,0%,?,12%,18%,?
O=S(=O)(c1ccc(Cl)cc1)c1nc(-c2ccccc2Br)oc1N1CCOCC1,5%,-17%,·,·,16%,?,·,·,?
COc1ccc(-c2ccc3[nH]c4c(c3c2)CCN2C(=O)[C@@H]([C@H](C)O)[C@@H](N(C)C(=O)Nc3ccccc3)C[C@@H]42)cc1,?,?,-5%,·,?,?,23µM*,16µM*,?
OC(Cc1cccc(C=NN2CCOCC2)n1)(C(F)(F)F)C(F)(F)F,6%,-28%,-2%,·,12%,-16%,-1%,-10%,?
COc1cc(S(=O)(=O)N2CCN(Cc3cccs3)CC2)ccc1NC(C)=O,-17%,2%,-12%,-6%,0%,?,-9%,9%,7%
Cc1nc(-c2cccnc2)sc1C(N)=O,-6%,1%,-2%,-4%,-7%,3%,6%,8%,2%
COc1ccc(N2C(=O)c3cccc4cccc(c34)C2=O)nn1,-14%,-19%,7%,-8%,-13%,-10%,1%,0%,0%
CSc1ccccc1OCc1cc(C(=O)N(C)C(C)c2nc(C)cs2)no1 (centres undefined),-3%,·,3%,4%,10%,·,5%,0%,?
Cc1ccc(S(=O)(=O)/N=C(/Nc2ccc3[nH]c(=O)[nH]c3c2)c2ccc(F)cc2)cc1,1%,-2%,3%,-8%,-11%,3%,-1%,-14%,12%
CCOC(=O)c1ccc(NC(=O)c2cnccn2)cc1,-9%,16%,2%,-5%,24%,5%,24%,9%,6%
CC1CCN(S(=O)(=O)c2nnc(NC(=O)c3ccccc3Br)s2)CC1,1%,3%,-2%,13%,-6%,11%,0%,-5%,1%
COc1ccc(C2CC(c3cccc(OC)c3)n3nc(N)nc3N2)cc1 (centres undefined),6%,10%,8%,-19%,0%,-13%,14%,8%,-19%
CC1(C)C[C@@H]2C[C@@](C)(CN2C(=O)c2cc(COc3cccc(C(F)(F)F)c3)on2)C1,9%,?,4%,11%,17%,?,-29%,-30%,?
CCCCCCCCN1C(=O)[C@H](CC(=O)NCCCC)C[C@@]2(C(=O)OC)CCCCC=C12,-1%,-9%,3%,·,?,?,?,?,?
COc1ccc(Br)cc1/C=C/C(=O)NC(=S)Nc1ccc(Cl)c(C(=O)O)c1,4%,2%,3%,-1%,11%,0%,9%,4%,8%
COc1ccccc1NC(=O)c1ccc(Cl)c(S(=O)(=O)N2CCCCC2)c1,8%,-22%,14%,8%,?,?,0%,-3%,?
COC(=O)c1[nH]c2cc(C)ccc2c1NC(=O)CN1CCOCC1,6%,5%,11%,-3%,-4%,0%,18%,11%,26%
COC(=O)c1ccc(NC(=O)CSc2nnc(C(C)NC(=O)c3ccccc3Cl)n2C)cc1 (centres undefined),-9%,0%,-15%,6%[9.22 µM],4%,7%,0%,3%,9%
CCCOc1ccc(C2C(=O)N(C3CCCCC3)CC(=O)N2C2CCCCC2)cc1OC (centres undefined),0%,1%,·,·,-4%,-7%,·,·,3%
Cc1ccc(S(=O)(=O)CCC(=O)NC2CCCC2)cc1,-8%,1%,0%,21µM*,-4%,20%,3%,13%,13%
Cc1ccc2nc(N(CCCN(C)C)C(=O)c3ccco3)sc2c1,?,9%&-2%,6%,6%,-12%&23%,13%&0%,-6%,-16%,-43%&-33%
COc1ccc(-c2nnc(SCc3cc(C)cc(C)c3)o2)cc1,-4%,1%,-2%,-2%,17%,21µM*,22%,14%,?
O=C(NN1CCOCC1)c1ccccc1NS(=O)(=O)c1ccc(F)cc1F,1%,?,12%,-5%,?,21%,6%,10%,10%
O=C(CCS(=O)(=O)c1ccccc1)Nc1nc(-c2ccc(F)cc2)cs1,?,-16%,-3%,?,-23%,0%,?,21µM*,?
Cc1ccccc1C(=O)N1CCC(C(=O)OCc2nc(N)nc(Nc3ccccc3)n2)CC1,3%,1%,9%,-1%,3%,11%,-4%,12%,35%[activator]
C=Cc1ccc2c(c1)N(C)C(=C)S2,-7%,?,-1%,-2%,-5%,16%,25%,9%,?
O=C(NCCCN1CCOCC1)c1cc(-c2ccc(O)cc2)on1,1%,-2%,4%,0%,15%,-7%,-13%,-10%,31%[activator]
CCN(C(=O)CSc1nc2ccccc2n1Cc1ccc(F)cc1Cl)c1ccccc1,-13%,-3%,·,·,0%,?,·,·,?
COc1cc(C(=O)N2CCC(n3cnc4cc(F)ccc43)CC2)cc(OC)c1OC,10%,-6%,4%,-5%,2%,2%,2%,0%,8%
Cc1cc(F)ccc1NC(=S)NCCc1ccccc1,?,3%,6%,?,23%,14%,-4%,1%,?

# One compound at a time (already shown). Order of values: GLP1R cytotox | KB-3-1 tox | GLP1R ag | SW480 rerep | TDP-43 yeast inh | KB-V1 MDR tox | HT1080-NT tox | HT1080 IDH1KD tx | GLP-1R inv ag
# Cn1nc(C(=O)NCc2ccccc2CN2CCCC2)c2ccccc2c1=O as listed: -13% | 0% | 0% | -10% | 8% | -19% | -9% | 0% | -1%
# CSc1ccccc1OCc1cc(C(=O)N(C)C(C)c2nc(C)cs2)no1 (centres undefined) as listed: -3% | · | 3% | 4% | 10% | · | 5% | 0% | ?
# COC(=O)c1[nH]c2cc(C)ccc2c1NC(=O)CN1CCOCC1 as listed: 6% | 5% | 11% | -3% | -4% | 0% | 18% | 11% | 26%
# Cc1ccc(S(=O)(=O)/N=C(/Nc2ccc3[nH]c(=O)[nH]c3c2)c2ccc(F)cc2)cc1 as listed: 1% | -2% | 3% | -8% | -11% | 3% | -1% | -14% | 12%

# Compound activity: PubChem, National Center for Advancing Translational Sciences (NCATS)
